FLuc stim CS = affects firefly luciferase, flagging false hits in luciferase stimulation screens | P08659 | ATPlite luciferase biochemical, luminescence, 10 min; 0 = ATP-free wells, 1 = DMSO control | activation factor at 10 µM | 200,000 tested, under 10 active;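 active means luciferase activation factor, scaled between plate controls, of at least 2 with compound at 10 µM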
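test system = cell-free luciferase reagent | medium = PBS as buffer for the ATP substrate | dosing = test compounds dosed from 2 mM stocks in 100% DMSO | incubation = 10 min at ambient temperature | detection = luminescence measurement of luciferase light output | benchmarks = low control with PBS replacing ATP, high control enzyme plus ATP without compound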
G6PDH counter = inhibits Leuconostoc G6PDH, flagging false hits in G6PDH-based assays | Purified L. mesenteroides G6PDH, diaphorase/resazurin coupled fluorescence, 45 min | inhibition, % at 5 µM | 200,000 tested, 0.12% active | AID 1020; in the data active means inhibition above about 50%
Efa HMGR inh = blocks class II HMG-CoA reductase of Enterococcus faecalis; purified E. faecalis HMGR, NADPH absorbance 340 nm kinetic; inhibition, % at 10 µM; 190,000 tested, 0.41% active; AID 1066;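 active means inhibition above a set limit, the median over all tested compounds plus 3 SD, cut at about 9.5% in these data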;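 further: enzyme runs in reverse so mevalonate oxidation gives rising NADPH absorbance; 0% = complete reaction with DMSO and 100% = background rate lacking mevalonate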
TNAP inh noacc = blocks human TNAP activity with no phosphate acceptor present; inhibition, % at 20 µM; purified TNAP, CDP-star luminescence, 30 min; P05186; AID 1012; 200,000 tested, 0.26% active;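 active means tissue-nonspecific alkaline phosphatase inhibition above about 50% at 20 µM in the single-dose screen, limit read from the data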;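 further: 0% = DMSO negative control and 100% = EDTA positive control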
Target sequence (P05186 whole entry, looked up): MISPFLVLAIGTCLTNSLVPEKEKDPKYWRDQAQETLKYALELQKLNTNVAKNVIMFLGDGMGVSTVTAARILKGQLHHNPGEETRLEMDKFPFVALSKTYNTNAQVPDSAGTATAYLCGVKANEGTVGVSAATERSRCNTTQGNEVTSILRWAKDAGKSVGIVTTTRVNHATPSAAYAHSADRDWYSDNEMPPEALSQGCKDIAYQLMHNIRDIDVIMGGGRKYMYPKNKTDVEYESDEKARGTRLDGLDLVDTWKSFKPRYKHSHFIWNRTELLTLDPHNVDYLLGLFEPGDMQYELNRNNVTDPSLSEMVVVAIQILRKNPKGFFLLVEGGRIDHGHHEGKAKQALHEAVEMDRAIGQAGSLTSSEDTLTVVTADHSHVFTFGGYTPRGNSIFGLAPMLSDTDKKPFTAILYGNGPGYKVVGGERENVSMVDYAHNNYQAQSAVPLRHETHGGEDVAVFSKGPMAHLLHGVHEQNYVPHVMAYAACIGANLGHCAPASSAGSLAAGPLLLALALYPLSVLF
PMI act = increases human mannose-6-phosphate isomerase activity. purified human PMI, coupled resazurin fluorescence, 20 min; stronger effect = higher value; 1 = vehicle control, 0 substrate-free wells. activation factor at 20 µM. 190,000 tested, 0.005% active. AID 1214;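 active means activation factor of 2 or more at 20 µM, relative to plate controls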
Target sequence (P34949 whole entry, looked up): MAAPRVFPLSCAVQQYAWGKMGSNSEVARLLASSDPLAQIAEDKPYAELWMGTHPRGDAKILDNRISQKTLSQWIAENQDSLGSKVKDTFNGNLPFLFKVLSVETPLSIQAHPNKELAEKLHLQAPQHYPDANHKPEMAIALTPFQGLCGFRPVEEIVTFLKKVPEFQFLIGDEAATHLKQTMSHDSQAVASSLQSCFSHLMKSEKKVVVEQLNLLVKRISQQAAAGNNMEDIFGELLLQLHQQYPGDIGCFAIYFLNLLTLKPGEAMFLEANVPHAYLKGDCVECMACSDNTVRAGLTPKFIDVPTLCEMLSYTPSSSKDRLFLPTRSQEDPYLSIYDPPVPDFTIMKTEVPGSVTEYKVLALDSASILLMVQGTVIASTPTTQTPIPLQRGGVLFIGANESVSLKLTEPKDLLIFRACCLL
PMI act hi M6P = PMI (human) activation, high substrate | P34949 | coupled PMI enzyme assay, resazurin fluorescence, 20 min; stronger effect = higher value; 1 = untreated enzyme, 0 = substrate-free blank | activation factor at 20 µM | 190,000 tested, 0.34% active | AID 1216;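 active means activation factor of 2 or more at 20 µM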
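Test system: human phosphomannose isomerase with PGI, G6PDH, diaphorase coupling enzymes / Doses: 20 µM compound, 1% DMSO / Times: enzyme reaction with compound 20 min at room temperature / Measured by: Diaphorase-driven resazurin-to-resorufin fluorescence, excitation 544, emission 590 nm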
Diaph inh CS = counter-screen for diaphorase-based assays: diaphorase inhibitors and chemical oxidizers; diaphorase resazurin-to-resorufin fluorescence, NADH, 16 min; bacterial (C. kluyveri) enzyme, not human; inhibition, % at 20 µM; 190,000 tested, 0.69% active; AID 1217;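 active means primary screen inhibition at 20 µM above a set limit, cut at about 50% in these data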;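 further: plate controls were DMSO with full reaction for no effect and wells lacking NADH for full effect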
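Assay system: diaphorase enzyme from Clostridium kluyveri; Input: enzyme working solution with 0.14 U/mL diaphorase; Timing: 16 min at room temperature; Technique: resorufin fluorescence, excitation 544 nm, emission 590 nm; Benchmarks: positive control minus NADH, DMSO neutral control.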
TNAP inh hiacc = TNAP (human) inhibition, high acceptor; P05186; inhibition, % at 20 µM; purified TNAP, CDP-star luminescence, 1 M DEA; 200,000 tested, 0.03% active; AID 1135;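 active means over 50% inhibition of tissue-nonspecific alkaline phosphatase at 20 µM in the single-dose screen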;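 further: plate controls were DMSO wells for no effect and EDTA-quenched wells as full inhibition for full effect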
TNAP act hi DEA = activators of human TNAP at high phosphate acceptor concentration; AID 1136; P05186; activation factor at 20 µM; 200,000 tested, under 10 active; purified TNAP, CDP-star luminescence, 1 M DEA, 30 min; stronger effect = higher value; 0 = EDTA background, 1 = DMSO-only activity;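 active means activation factor at least 2 at 20 µM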
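system = human TNAP | amount = enzyme diluted 1/800 final | reagent = 100 µM CDP-star substrate | signal = luminescent substrate turnover signal | dosing = one dose, 20 µM | benchmarks = EDTA negative control, DMSO positive control | measure = activation factor | timing = 30 min reaction, room temperature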
Diaphorase act = counter-screen for diaphorase-based assays: diaphorase activators and chemical reducers | Diaphorase/resazurin coupled assay, resorufin fluorescence, 16 min; stronger effect = higher value; 1 = vehicle wells, 0 = NADH-free wells | activation factor at 20 µM | 190,000 tested, 0.005% active | AID 1229;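 active means diaphorase activity raised at least twofold by the compound at 20 µM; inactive means activation factor below 2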
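Assay system: Purified diaphorase enzyme from Clostridium kluyveri | Amount: Enzyme 0.07 U/mL final | Dosing: Compound 20 µM once, DMSO 1% | Timing: 16 min reaction at room temperature | Detection: Fluorescence, excitation 544 nm and emission 590 nm | Evaluation: Higher resorufin formation from activation or reduction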
* hit, by the source's call; · = no result given. The order is random; 1.7% or so of the library scored in one or more.

Order of values: FLuc stim CS, G6PDH counter, Efa HMGR inh, TNAP inh noacc, PMI act, PMI act hi M6P, Diaph inh CS, TNAP inh hiacc, TNAP act hi DEA, Diaphorase act
1: CCOC(=O)c1c(NC(=O)c2ccco2)sc2c1CCCCC2
    1, -1, 3, -14, 0.9, 0.9, 24, -9, 1.1, 0.8
2: CC1C(=O)CCC1(C(=O)O)c1ccccc1 (stereo unspecified)
    1, 1, 3, -8, 1, 1.1, 0, -4, 1, 1
3: O=C(O)c1ccccc1C(=O)N1CCN(c2ccccc2)CC1
    0.9, 8, -3, -9, 1, 1, 6, -3, 1, 0.9
4: Cc1nc(-c2cccc(S(=O)(=O)N3CCOCC3)c2)cs1
    1, 3, 1, -2, 0.7, 0.7, 31, -1, 1, 0.7
5: Cn1c(=O)c2c(nc(SCCN3CCCCC3)n2Cc2ccc(Cl)cc2)n(C)c1=O
    1.1, 9, 1, 5, 1, 1, 5, -2, 1, 0.9
6: CC(NC(=O)CSc1nc2ccccc2c(=O)n1CCCO)c1ccccc1 (stereo unspecified)
    1.1, -11, -2, -7, 0.8, 0.9, 4, 0, 1, 1
7: CC(C)N(C(=O)/C=C/c1cccc([N+](=O)[O-])c1)C(C)C
    1, 17, -1, -4, 1, 1, -2, -2, 1, 1
8: CCC1(C)Nc2ccccc2C(=O)N1O (stereo unspecified)
    1.1, 16, -2, -2, 1.1, 1.1, 15, -10, 1.1, 0.8
9: COC(=O)[C@@H](NC(=O)NCc1ccc(F)cc1)C(C)C
    1, 4, -2, -13, 1, 1.1, 3, -4, 1, 1
10: CCOC(=O)c1ccc(NC(=O)Nc2cc(C)on2)cc1
    1, 5, 4, -6, 0.9, 0.9, 6, -3, 1, 0.9
11: COc1ccccc1/C=N/n1c(N)c(C(=O)NC2CCCCC2)c2nc3ccccc3nc21
    1.1, 4, -1, -13, 0.8, 0.8, 26, -8, 1.1, 0.7
12: Cc1[nH]c2ccc3ncccc3c2c1C
    1, 13, -5, -9, 1.2, 1, -1, -6, 1.1, 1
13: O=C(CN1C(=O)C2C3CCC(C3)C2C1=O)Oc1ccc2ccccc2c1 (stereo unspecified)
    1.1, 0, -6, -12, 0.8, 0.9, 14, 0, 1, 0.9
14: CC(=O)c1ccc(NC(=O)C(C)OC(=O)C(C)Oc2cccc(C)c2)cc1 (stereo unspecified)
    1.1, 8, 1, -7, 0.9, 0.9, 10, 2, 1, 0.9
15: CN(C(=O)c1cccc(C#N)c1)c1nnc(-c2ccccn2)s1
    1, 5, 5, -8, 0.8, 0.9, 7, -6, 1.1, 0.9
16: CC(=O)N(c1ccc(Cl)cc1)c1c[nH]c2ccccc12
    1.1, -2, -3, -15, 0.8, 0.9, 21, -2, 1, 0.8
17: O=C(N/C(=C\c1ccc(F)cc1)C(=O)N1CCCCCC1)c1ccccc1
    1, 3, -2, -10, 1, 0.9, 0, 0, 1, 1
18: Cc1oc2ccc(OC(=O)COc3c(F)c(F)c(F)c(F)c3F)cc2c1C(=O)OC(C)C
    1, -1, -6, -6, 0.9, 0.9, 23, -5, 1, 0.8
19: COc1ccc(COCCN2CCN(S(=O)(=O)c3ccc(C)cc3)CCC2=O)cc1
    1, 12, -8, -3, 1, 1, 8, 1, 1, 0.9
20: COc1ccc(NC(=S)N(Cc2cccc(Br)c2)CC2CCC(C(=O)O)CC2)cc1 (stereo unspecified)
    1.1, 5, 0, 2, 1.1, 1.1, 2, -2, 1, 1
21: Cc1ccc(C(=O)C[n+]2cccc3ccccc32)cc1
    1.1, -10, -2, -5, 1.1, 1.3, 0, -4, 1, 1
22: Cc1ccc(-c2cc(C(=O)N/N=C/c3c(C)nn(-c4ccccc4)c3C)[nH]n2)cc1
    1, -57, 0, 83*, 0.8, 0.8, 33, 5, 1, 0.7
23: CCn1c(C)[n+](CCOC(C)=O)c2cc(Cl)c(Cl)cc21
    1, 12, -10, -8, 0.9, 0.9, 8, -8, 1.1, 0.9
24: Cc1cccc(OCC(O)Cn2c(=N)n(CCN3CCCCC3)c3ccccc32)c1 (stereo unspecified)
    1, 3, -2, -6, 0.9, 0.7, 8, -2, 1, 0.9
25: Cc1cccc(-n2c(C)cc(C(=S)N3CCOCC3)c2C)c1C
    1, 4, 1, -7, ·, ·, ·, -2, 1, ·
26: Cc1ccc(C(=O)c2ccccc2C(=O)O)c(O)c1
    1.1, -1, -2, -17, 1.1, 1, 9, -6, 1.1, 0.9
27: COc1cccc(-c2cc(C(=O)Nc3c(C)nn(Cc4ccccc4C)c3C)no2)c1
    1.1, 7, -4, 5, 0.9, 0.8, 29, 0, 1, 0.7
28: Cc1ccc(NC(=O)COC(=O)c2ccc(F)cc2Cl)c(Br)c1
    1.1, 0, -10, -12, 1.1, 1, 4, -4, 1, 1
29: COc1ccc(OC)c(NC(=O)C(=O)/C=C(\O)c2cc(OC)ccc2OC)c1
    1, 6, 1, 1, 0.8, 0.6, 20, 2, 1, 0.8
30: COc1cc(/C=N/NS(=O)(=O)c2ccc(C)cc2)ccc1OCc1cccc(C(=O)O)c1
    1, 14, -4, -2, 1, 1, 19, -1, 1, 0.8

Order of values: FLuc stim CS, G6PDH counter, Efa HMGR inh, TNAP inh noacc, PMI act, PMI act hi M6P, Diaph inh CS, TNAP inh hiacc, TNAP act hi DEA, Diaphorase act
31: CCOC(=O)c1[nH]c(C)c(C(=O)Nc2ccc(C)c(F)c2)c1C
    1, -10, 1, -9, 0.8, 0.8, 12, -2, 1, 0.9
32: Cc1cc(C)nc(SCC(=O)Nc2ccc(N3CCOCC3)cc2)n1
    1.1, -16, -14, -15, 0.9, 0.9, 16, -6, 1.1, 0.8
33: CC1=C(C(=O)OCCOC(C)C)C(c2cccnc2)C2=C(CCCC2=O)N1 (stereo unspecified)
    1, 1, -1, -15, 1, 0.9, 18, -2, 1, 0.8
34: CC(=O)Nc1cccc(N2CCCC2=O)c1
    1, -6, 0, -10, 0.9, 0.9, 16, -4, 1, 0.8
35: O=C(Cn1c(CC(=O)N2CCOCC2)nc2ccccc21)Nc1ccc2c(c1)OC(F)(F)O2
    1, 6, -2, -9, 0.9, 1, 5, -4, 1, 0.9
36: CCCCN(C)C(=O)c1ccc(CS(=O)(=O)c2ccccc2C)o1
    1, 1, 1, -6, 1.2, 1.1, 4, -1, 1, 1
37: COc1ccc(C(=O)OCCN2C(=O)c3ccccc3C2=O)cc1
    1, 0, 3, -10, 1, 0.9, 18, -5, 1.1, 0.8
38: COc1ccccc1NC(=S)N1CCN(c2ccccn2)CC1
    1, 9, -3, 0, 0.9, 0.9, 7, 3, 1, 0.9
39: Cc1ccc(O)c(-n2nc3ccccc3n2)c1
    0.6, 6, -5, -7, 0.9, 1, 16, -6, 1.1, 0.8
40: C=CCc1ccccc1OCC(O)CNC(C)C (stereo unspecified)
    1.1, 8, -5, -8, 1, 1, -6, 0, 1, 1.1

Rewritten with bars between the fields: part of the list above.
item | structure | FLuc stim CS | G6PDH counter | Efa HMGR inh | TNAP inh noacc | PMI act | PMI act hi M6P | Diaph inh CS | TNAP inh hiacc | TNAP act hi DEA | Diaphorase act
21 | Cc1ccc(C(=O)C[n+]2cccc3ccccc32)cc1 | 1.1 | -10 | -2 | -5 | 1.1 | 1.3 | 0 | -4 | 1 | 1
22 | Cc1ccc(-c2cc(C(=O)N/N=C/c3c(C)nn(-c4ccccc4)c3C)[nH]n2)cc1 | 1 | -57 | 0 | 83* | 0.8 | 0.8 | 33 | 5 | 1 | 0.7
23 | CCn1c(C)[n+](CCOC(C)=O)c2cc(Cl)c(Cl)cc21 | 1 | 12 | -10 | -8 | 0.9 | 0.9 | 8 | -8 | 1.1 | 0.9
24 | Cc1cccc(OCC(O)Cn2c(=N)n(CCN3CCCCC3)c3ccccc32)c1 (stereo unspecified) | 1 | 3 | -2 | -6 | 0.9 | 0.7 | 8 | -2 | 1 | 0.9
25 | Cc1cccc(-n2c(C)cc(C(=S)N3CCOCC3)c2C)c1C | 1 | 4 | 1 | -7 | · | · | · | -2 | 1 | ·
26 | Cc1ccc(C(=O)c2ccccc2C(=O)O)c(O)c1 | 1.1 | -1 | -2 | -17 | 1.1 | 1 | 9 | -6 | 1.1 | 0.9
27 | COc1cccc(-c2cc(C(=O)Nc3c(C)nn(Cc4ccccc4C)c3C)no2)c1 | 1.1 | 7 | -4 | 5 | 0.9 | 0.8 | 29 | 0 | 1 | 0.7
28 | Cc1ccc(NC(=O)COC(=O)c2ccc(F)cc2Cl)c(Br)c1 | 1.1 | 0 | -10 | -12 | 1.1 | 1 | 4 | -4 | 1 | 1
29 | COc1ccc(OC)c(NC(=O)C(=O)/C=C(\O)c2cc(OC)ccc2OC)c1 | 1 | 6 | 1 | 1 | 0.8 | 0.6 | 20 | 2 | 1 | 0.8
30 | COc1cc(/C=N/NS(=O)(=O)c2ccc(C)cc2)ccc1OCc1cccc(C(=O)O)c1 | 1 | 14 | -4 | -2 | 1 | 1 | 19 | -1 | 1 | 0.8
